# XiGFP reactiv: activators of inactive X chromosome reactivation, primary screen, imaging, XiGFP fibroblasts, GFP high-content imaging, set 2 | XiGFP mouse fibroblasts, % GFP-positive cells imaging, 3 d; cells co-treated with 5-aza-dC sensitizer; scaled so ellipticine positive control = 100% | activation, % at 7.58 µM | hit rate 0.055% among 360,000;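 active means mean normalized replicate activation at least 10% and every replicate at or above 10%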;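 further: 0% = median of on-plate neutral control wells and 100% = ellipticine 6 µM median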
#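 System: SV40-immortalized XiGFP fibroblast cells, line 68-5-11 / Incubation: 3-day compound exposure, then 15 min fixation at room temperature / Compound: single concentration per compound, delivered by pin transfer / Buffer or medium: DMEM plus 5-aza-dC sensitizer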
# RAD54 branch: inhibitors of human RAD54 branch migration, primary screen, biochemical, fluorescence, single point. DNA repair and recombination protein RAD54-like (Homo sapiens), Q92698. RAD54 Holliday junction branch migration, FAM/BHQ fluorescence. inhibition, % at 10.4 µM. hit rate 0.14% among 360,000;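 active means mean normalized replicate activity at least 40 and at least half of replicates scoring 40 or more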;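 further: 0% = median of neutral control wells and 100% = median of positive control wells; inhibitors cause a drop in the FAM fluorescence signal; in these data hits start at about 50%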
# Target sequence (Q92698 whole entry, looked up): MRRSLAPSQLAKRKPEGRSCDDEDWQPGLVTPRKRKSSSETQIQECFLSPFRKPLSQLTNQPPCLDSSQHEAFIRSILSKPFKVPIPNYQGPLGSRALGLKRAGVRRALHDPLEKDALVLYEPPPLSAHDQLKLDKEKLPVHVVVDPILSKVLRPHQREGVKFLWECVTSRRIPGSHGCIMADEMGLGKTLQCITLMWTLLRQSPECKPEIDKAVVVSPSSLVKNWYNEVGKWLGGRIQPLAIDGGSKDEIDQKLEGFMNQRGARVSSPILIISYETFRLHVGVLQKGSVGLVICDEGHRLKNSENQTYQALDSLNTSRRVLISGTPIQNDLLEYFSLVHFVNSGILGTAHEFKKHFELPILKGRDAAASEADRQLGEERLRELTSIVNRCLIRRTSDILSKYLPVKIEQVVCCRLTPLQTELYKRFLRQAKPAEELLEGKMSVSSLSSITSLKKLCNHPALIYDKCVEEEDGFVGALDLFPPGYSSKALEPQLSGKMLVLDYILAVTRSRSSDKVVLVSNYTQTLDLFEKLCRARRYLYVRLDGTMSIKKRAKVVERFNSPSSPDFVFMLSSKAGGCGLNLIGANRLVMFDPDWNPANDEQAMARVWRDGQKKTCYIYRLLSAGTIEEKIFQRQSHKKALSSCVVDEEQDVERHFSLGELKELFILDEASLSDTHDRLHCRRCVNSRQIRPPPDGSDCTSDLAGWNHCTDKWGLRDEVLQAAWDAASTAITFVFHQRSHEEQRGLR
# S100A4 MyoIIA: inhibitors of S100A4-myosin IIA peptide binding, primary screen, biochemical, fluorescence polarization, TAMRA-MyoIIA peptide; Protein S100-A4 (Homo sapiens), P26447; inhibition, % at 10.7 µM; hit rate 0.14% among 360,000; AID 652163, 2013;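 active means mean inhibition of at least 70% across replicates, with every replicate also reaching that level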
# Target sequence (P26447 whole entry, looked up): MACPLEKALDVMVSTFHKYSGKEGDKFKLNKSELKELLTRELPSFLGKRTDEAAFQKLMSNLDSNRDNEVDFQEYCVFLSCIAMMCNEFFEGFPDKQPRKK
#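 Material: S100A4 monomer protein | Medium: HEPES pH 7.2 with CaCl2, KCl, NaCl, DTT, Triton | Reagent: Labelled myosin peptide probe, 5 nM | Doses: One dose per compound | Times: 5 min incubation before reading | Benchmarks: Neutral control DMSO, positive control TFP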
# esBAF inh: Bmi1 luciferase reporter increase in mESCs, primary screen, esBAF inhibitor project, mouse ES cells, Bmi1 luciferase knock-in, single point; hit rate 2% among 350,000; 24 h; 100% = twice the neutral-well signal; reporter increase, % at 12.5 µM; in the data active means activation above about 40%;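 further: 0% = median of the plate's neutral control wells and 100% = double that signal; a rise in the Bmi1 reporter signal indicates esBAF inhibition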
# FN deposition inh: inhibitors of fibronectin matrix deposition, primary screen, AH1F cells, Alexa488-fibronectin fluorescence, plate reader | inhibition, % at 12.6 µM | AH1F fibroblasts, overnight | hit rate 0.086% among 350,000 | AID 743247, 2014;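 active means mean inhibition across replicates of 30% or more, regardless of how many single replicates reach that level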;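 further: positive control wells lacked labelled fibronectin entirely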
#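 Assay system: AH1F fibroblast monolayer, labelled fibronectin deposition. Amount: 10000 cells per well. Also added: labelled fibronectin 24 nM. Compound: single-point pinned compound. Incubation: cell attachment 1 h, compound and FN exposure overnight. Detection: fluorescence after three HBSS washes, excitation 485 nm, emission 525 nm. Read-out: inhibition of fibronectin deposition signal.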
# EWS-Fli block: EWS/Fli-driven NR0B1 reporter inhibitors, primary screen, A673 cells, NR0B1 luciferase, luminescence, MLPCN library | AID 651661, 2012 | viability-normalised | hit rate 0.67% among 350,000 | inhibition, % at 12.6 µM;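 active means mean inhibition of at least 50% after viability correction, with every replicate also passing that limit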;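 further: firefly luciferase signal divided by Alamar Blue viability fluorescence both relative to DMSO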
# RAD52 inh: RAD52 DNA annealing inhibitors, primary screen, biochemical, FRET, single point, set 2; DNA repair protein RAD52 homolog (Homo sapiens), P43351; hit rate 0.46% among 360,000; inhibition, % at 18.7 µM; recombinant RAD52 DNA annealing, FRET fluorescence; AID 651710, 2012;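 active means every replicate showing at least 50% inhibition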
# E-sel inducer: E-selectin induction in HUVECs, primary screen, imaging, HUVEC, immunofluorescence imaging, single point | P16581 | normalized: neutral wells 0, TNF-alpha wells 100 | activation, % at 7.58 µM | hit rate 0.37% among 260,000 | AID 686992, 2013;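 active means mean E-selectin-positive cell signal at least 10% of the positive control, reached in at least 60% of replicates, without over 20% cell loss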;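 further: in these data hits start at about 27%; measured in HUVEC primary endothelial cells; signal is the percent of cells scored E-selectin positive by PE staining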
#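 Assay system: HUVEC, human umbilical vein endothelial cells / Amount: 3,000 HUVEC/well / Controls: TNF-alpha positive control, DMSO neutral control / Compound dosing: single concentration / Medium: EGM-2 over gelatin coat / Evaluation: percent E-selectin-positive cells / Signal: immunofluorescence imaging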
# The depositor's hits bear a star; nt = no result given; & = joins results of further samples.
SMILES,XiGFP reactiv,RAD54 branch,S100A4 MyoIIA,esBAF inh,FN deposition inh,EWS-Fli block,RAD52 inh,E-sel inducer
CCc1noc(C)c1C(=O)N1CCN(S(=O)(=O)c2ccc(C)cc2C)CC1,0.0,nt,0,nt,2,5,-4,0.1
Cc1ccc(-c2ccc3c(c2)O[C@@H](CN(C)C(=O)C2CC2)[C@@H](C)CN([C@@H](C)CO)S3(=O)=O)cc1,0.2,4,3,-7,-7,12,8,0.0
O=C(C[C@@H]1CC[C@H]2[C@@H](COC[C@H](O)CN2Cc2ccc(F)cc2)O1)NCCc1ccccc1,0.2,-8,-7,-3,-5,4,-4,0.4
COc1ccccc1CNS(=O)(=O)c1c(C)nc2scc(C)n2c1=O,0.1,4,-8,-1,5,3,1,0.7
COc1ccc(NC(=O)COC(=O)CCCOc2ccc(Cl)cc2Cl)cc1,0.2,nt,3,nt,5,-1,-3,-0.2
CS(=O)(=O)NN1C(=O)c2ccccc2NC1c1ccccc1F (configuration not stated),0.4,-14,-3,-2,5,12,-11,-0.1
O=C(O)c1cccc(Nc2ccc([N+](=O)[O-])cn2)c1,0.0,-4,-8,-1,-2,8,-20,nt
Cc1ccc(NC(=O)Nc2ccon2)cc1,0.0,1,1,nt,nt,nt,-7,-0.5
C[C@@H]1CN([C@@H](C)CO)C(=O)c2cc(NC(=O)Cc3ccccc3)ccc2O[C@H]1CN(C)Cc1ccc2c(c1)OCO2,0.3,8,-15,-1,nt,nt,-9,-6.9
Cc1ccc(S(=O)(=O)Nc2cccc3c2O[C@@H](CN(C)C(=O)Nc2cccc4ccccc24)[C@H](C)CN([C@H](C)CO)C3=O)cc1,0.0,nt,nt,20,nt,-33,nt,0.1
CCOc1ccccc1N1CCN(C(=O)c2ccc3nc(N)sc3c2)CC1,-0.5,-2,13,0,1,9,-22,-0.1
COc1ccccc1CC(=O)Nc1ccc(Cl)cc1C(=O)O,0.0,nt,2,nt,-1,-6,7,nt
C[C@@H]1CN([C@H](C)CO)C(=O)Cc2cc(NS(=O)(=O)c3ccc(Cl)cc3)ccc2O[C@H]1CN(C)Cc1ccc2c(c1)OCO2,-0.6,16,-6,2,nt,-4,-12,1.1
NS(=O)(=O)c1ccc(CCNC(=O)c2cc(-c3cccs3)nc3ccccc23)cc1,0.0,nt,5,nt,nt,4,-18,nt
C[C@@H]1CN([C@@H](C)CO)S(=O)(=O)c2ccc(Br)cc2O[C@H]1CN(C)C(=O)Nc1ccc2c(c1)OCO2,0.6,-12&0,-9&-3,22&26,-1,-11&-10,-4&-1,0.0
CC(C)(C)c1ccc(/C=N/OCC(=O)NCc2ccc(F)cc2)cc1,0.1,nt,2,nt,8,-12,5,-0.3
CCCCNC(=S)N=Nc1c(O)n(Cc2ccccc2)c2ccccc12,0.1,nt,-5,nt,3,5,9,0.2
COCCNC(=O)C[C@H]1CC[C@@H]2[C@H](COc3ccc(NC(=O)Nc4ccccc4)cc3C(=O)N2C)O1,0.1,-7,34,6,-18,-9,3,0.2
Cc1nc(C)c(-c2ccc(SCC(=O)Nc3cccc(F)c3)nn2)s1,0.0,-15,2,9,-2,nt,-7,-0.1
CCOc1cc2c(cc1/C=C1/NC(=O)N(CC(=O)OC)C1=O)OCO2,0.0,nt,-4,nt,nt,-1,-9,-1.7
CCCNC(=O)C[C@H]1CC[C@H]2[C@H](COc3ccc(NC(=O)c4cscn4)cc3C(=O)N2C)O1,0.3,1,3,-2,-17,-2,-15,0.1
COc1ccc2c3c(n(C)c2c1)[C@H](CO)N(C(=O)C1CC1)CC31CN(C(=O)Nc2cccc(F)c2)C1,0.2,nt,-21,nt,nt,-2,2,0.3
C=CCC1NS(=O)(=O)OCC1C(C)C (configuration not stated),0.0,-3,-3,6,-3,0,-12,nt
C[C@H]1CN([C@@H](C)CO)C(=O)c2cc(NC(=O)Nc3ccc(F)cc3)ccc2O[C@H]1CN(C)Cc1ccc(C(=O)O)cc1,-1.0,7,-7,0,-8,0,-5,-2.8
C[C@@H]1CN([C@H](C)CO)S(=O)(=O)c2ccc(-c3cccnc3)cc2O[C@@H]1CN(C)Cc1ccccn1,0.5,-6,-44,-7,-6,-13,6,1.5

# Quoted at random: 7 records from the list, in no set order.
SMILES,XiGFP reactiv,RAD54 branch,S100A4 MyoIIA,esBAF inh,FN deposition inh,EWS-Fli block,RAD52 inh,E-sel inducer
Cc1ccc(NC(=O)Nc2ccon2)cc1,0.0,1,1,nt,nt,nt,-7,-0.5
COc1ccccc1CNS(=O)(=O)c1c(C)nc2scc(C)n2c1=O,0.1,4,-8,-1,5,3,1,0.7
CS(=O)(=O)NN1C(=O)c2ccccc2NC1c1ccccc1F (configuration not stated),0.4,-14,-3,-2,5,12,-11,-0.1
Cc1nc(C)c(-c2ccc(SCC(=O)Nc3cccc(F)c3)nn2)s1,0.0,-15,2,9,-2,nt,-7,-0.1
CC(C)(C)c1ccc(/C=N/OCC(=O)NCc2ccc(F)cc2)cc1,0.1,nt,2,nt,8,-12,5,-0.3
COc1ccccc1CC(=O)Nc1ccc(Cl)cc1C(=O)O,0.0,nt,2,nt,-1,-6,7,nt
C=CCC1NS(=O)(=O)OCC1C(C)C (configuration not stated),0.0,-3,-3,6,-3,0,-12,nt

# Laid out differently: entries from further up
Cc1ccc(S(=O)(=O)Nc2cccc3c2O[C@@H](CN(C)C(=O)Nc2cccc4ccccc24)[C@H](C)CN([C@H](C)CO)C3=O)cc1
  XiGFP reactiv = 0.0
  RAD54 branch = nt
  S100A4 MyoIIA = nt
  esBAF inh = 20
  FN deposition inh = nt
  EWS-Fli block = -33
  RAD52 inh = nt
  E-sel inducer = 0.1

CS(=O)(=O)NN1C(=O)c2ccccc2NC1c1ccccc1F (configuration not stated)
  XiGFP reactiv = 0.4
  RAD54 branch = -14
  S100A4 MyoIIA = -3
  esBAF inh = -2
  FN deposition inh = 5
  EWS-Fli block = 12
  RAD52 inh = -11
  E-sel inducer = -0.1

# (cont.)
SMILES,XiGFP reactiv,RAD54 branch,S100A4 MyoIIA,esBAF inh,FN deposition inh,EWS-Fli block,RAD52 inh,E-sel inducer
COc1ccc(-c2nc(NC3=NCCCCC3)sc2C)cc1,0.0,nt,-2,nt,0,11,8,nt
CC1=NNC(=O)C1Cc1ccccc1 (configuration not stated),0.0,4,-20,3,11,1,13,1.2
Cc1ncsc1CCC(=O)N1CCCC(Nc2ccc(C(C)C)cc2)C1 (configuration not stated),0.1,-8,-1,-2,nt,nt,-5,-0.4
O=C(Nc1c(F)c(F)c(F)c(F)c1F)OC[C@@H]1CSCCS(=O)(=O)N1,-0.1,nt,-1,nt,5,6,-9,nt
CCOC(=O)Cn1nc(C)c(NC(=O)CCc2ccccc2)c1C,0.3,nt,1,nt,2,2,-6,nt
Cc1ccc(C(=O)NC2CCCCCC2)cc1S(=O)(=O)N1CCOCC1,0.0,6,-2,31,-3,-39,-20,-0.1
O=C(Nc1cccc(NC(=O)c2ccccc2[N+](=O)[O-])c1)c1ccccc1Cl,0.2,-3,2,6,7,0,-10,nt
CCOc1ccc(CCN2C(=O)C(=O)N([C@@H](CC(C)C)CN3CCC[C@H]3CN3C(=O)C(=O)NC[C@@H]3Cc3ccccc3)C[C@@H]2Cc2ccc(O)cc2)cc1,0.0,nt,-3,nt,-12,12,-13,-0.2
CC(C)CN(CCNC(=O)c1cn(C)c2ccc(S(=O)(=O)N3CCCC3)cc2c1=O)CC(C)C,0.2,0,-3,-7,-14,nt,-12,0.1
COc1ccc(S(=O)(=O)Nc2ccc3c(c2)C(=O)N([C@H](C)CO)C[C@@H](C)[C@@H](CN(C)C(=O)Nc2ccccc2)OCCCC[C@@H](C)O3)cc1,0.2,12,nt,-3,7,8,nt,-0.4
CC(C)(C)NC(=O)c1cccc(NC(=O)c2cccc(O)c2)c1,nt,-2,1,11,nt,-44,1,nt
Cn1ncc2c(Sc3ccc(Cl)cc3)ncnc21,0.0,4,8,16,-6,-76,-9,-0.5
CCc1noc(C)c1C(=O)N1CCCSC1=Nc1ccccc1C(C)C,0.1,1,-4,-3,5,-1,8,nt
COc1cc(-c2nnn(CC(=O)NCc3ccccc3)n2)cc(OC)c1OC,-0.1,nt,23,nt,7,4,4,nt
COc1cccc(CN2C[C@@H]3N[C@H](C2)C3c2ccc(-c3ccncc3)cc2)c1 (some centres not stated),0.1&0.1,nt,9&-2,nt,7&15,4&4,-8&7,0.1&0.0
COc1ccc(/C=C2\SC(=S)N(CCCC(=O)N3CCN(C)CC3)C2=O)cc1OC,0.0,-9,-5,-4,-2,4,-6,-0.2
COC(=O)c1cc(S(=O)(=O)NCc2ccc3c(c2)OCO3)cn1C,0.4,2,1,-9,-12,-6,-5,nt
CN1C[C@@H]2[C@@H]3C(=O)N(Cc4ccccc4)C(=O)[C@@H]3[C@](C)(C1=O)N2C(=O)c1ccc(C(C)(C)C)cc1,0.1,-3,-10,-4,8,-4,-7,0.0
CN1C(=O)c2cc(NC(=O)c3cnccn3)ccc2OC[C@@H]2O[C@H](CC(=O)NC3CCC3)CC[C@@H]21,0.2,8,2,-1,1,-3,0,0.0
CC1CCCC(C)N1C(=O)COC(=O)CSc1ccc(C(N)=O)cc1[N+](=O)[O-] (configuration not stated),0.6,4,-3,-7,1,-5,-8,nt
O=C1Nc2ccccc2N(O)N1c1cc(-c2ccc(Cl)cc2)[nH]n1,0.5,-10,-6,nt,-1,-1,-22,nt
CCC(=O)Nc1ccc2c(c1)OC[C@H](C)N(Cc1ccccn1)C[C@@H](C)[C@H](OC)CN(C)C2=O,0.2,1,-10,-8,-2,3,-2,-0.2
COc1ccccc1S(=O)(=O)N[C@H]1CC[C@H](CCNC(=O)C2CC2)O[C@H]1CO,0.2,4,-17,2,-5,2,4,0.1
CN1CCN(c2ccc(S(=O)(=O)N3CCCCC3)cc2NC(=O)COc2cccc(Cl)c2)CC1,0.0,0,-4,-3,-3,23,-20,0.8
CC(=O)N1CCCCN2[C@H](C1)[C@H](c1ccc(-c3ccc(F)cc3)cc1)[C@@H]2CO,0.9,11,26,nt,nt,-9,-12,0.3
COc1cc(NC(=O)Cn2cnc(S(=O)(=O)N3CCC(C)CC3)c2)cc(OC)c1OC,0.0,15,-3,-3,0,nt,-3,1.2
CN(C)S(=O)(=O)c1cccc(NC(=O)COc2cccc(C#N)c2)c1,0.0,-10,2,nt,-12,-6,-23,nt

# Screening data (PubChem)
